AddAB inh: less growth of phage-infected E. coli with AddAB; E. coli expressing H. pylori AddAB, absorbance growth; inhibition, % at 11.9 µM; 330,000 compounds, 0.29% hits; AID 435030; in the data active = inhibition above about 12%;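 note: 0% = vehicle wells of infected cells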
Pemphigus Ab inh: blocks pemphigus antibody binding to human desmoglein-3 | DSG3-coupled beads, scFv-anti-DSG3-GFP binding, flow cytometry; stronger effect = lower value | binding (percent of control), % at 10 µM | 310,000 compounds, 0.48% hits | AID 588358;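 active = binding more than 3 SD below its plate's average and above zero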; note: some compounds called inactive have numbers as strong as hits
Target sequence (P32926 whole entry, looked up): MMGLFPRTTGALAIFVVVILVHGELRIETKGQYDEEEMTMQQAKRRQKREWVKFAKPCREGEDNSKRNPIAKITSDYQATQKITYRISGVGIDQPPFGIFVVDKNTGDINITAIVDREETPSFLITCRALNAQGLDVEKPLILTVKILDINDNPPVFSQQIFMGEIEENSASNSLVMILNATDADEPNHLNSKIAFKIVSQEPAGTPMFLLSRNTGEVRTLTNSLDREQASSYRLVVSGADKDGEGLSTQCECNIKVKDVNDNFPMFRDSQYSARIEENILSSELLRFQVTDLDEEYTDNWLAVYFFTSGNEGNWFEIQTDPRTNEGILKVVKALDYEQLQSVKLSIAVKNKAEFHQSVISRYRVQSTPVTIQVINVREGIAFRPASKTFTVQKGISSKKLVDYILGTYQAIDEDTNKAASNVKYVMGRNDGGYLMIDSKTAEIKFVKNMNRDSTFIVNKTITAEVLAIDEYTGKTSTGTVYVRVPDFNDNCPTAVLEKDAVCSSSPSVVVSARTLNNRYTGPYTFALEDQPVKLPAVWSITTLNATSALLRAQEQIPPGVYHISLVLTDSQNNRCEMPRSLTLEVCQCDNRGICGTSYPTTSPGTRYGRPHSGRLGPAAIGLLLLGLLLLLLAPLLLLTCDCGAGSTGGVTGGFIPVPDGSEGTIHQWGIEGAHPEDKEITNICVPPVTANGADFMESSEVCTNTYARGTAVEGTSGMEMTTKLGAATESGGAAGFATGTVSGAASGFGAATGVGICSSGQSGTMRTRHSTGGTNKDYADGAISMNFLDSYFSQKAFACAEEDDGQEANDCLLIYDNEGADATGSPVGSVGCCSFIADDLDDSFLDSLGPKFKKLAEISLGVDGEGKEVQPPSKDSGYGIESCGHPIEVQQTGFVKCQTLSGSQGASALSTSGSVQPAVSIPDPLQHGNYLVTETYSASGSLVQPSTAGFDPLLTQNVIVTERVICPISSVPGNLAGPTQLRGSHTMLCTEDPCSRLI
PfHsp90 set2: growth inhibition of yeast expressing Plasmodium Hsp90 | 310,000 compounds, 0.32% hits | inhibition, % at 9.4 µM | S. cerevisiae expressing PfHsp90, BacTiter-Glo ATP, 48 h; yeast lacking PDR1 and PDR3 efflux regulators;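 active = every replicate shows inhibition above about 80%, whatever the replicate mean, limit read from the data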;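 note: 0% = DMSO neutral controls and 100% = 20 µM radicicol positive controls; yeast relying on Plasmodium falciparum Hsp90 in place of its own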
Ecoli viability: counter-screen for AddAB inhibitors: E. coli growth inhibition; E. coli V3065 growth, OD600 absorbance, 18 h; inhibition, % at 11.9 µM; 330,000 compounds, 0.27% hits;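 active = inhibition above the campaign's mean inhibition across all tested compounds plus 3 SD, cut at about 9.9% in these data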;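 note: uninfected addAB+ strain grown without phage in ampicillin broth; 0% = DMSO wells and 100% = ciprofloxacin 0.95 µg/ml wells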
MOR-DOR ag: OPRM1-OPRD1 heterodimerization agonism | cells, luminescence | activation, % at 9.3 µM | 340,000 compounds, 0.3% hits | AID 504326; in the data active = activation above about 18%;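 note: 0% = vehicle-treated cells and 100% = reference agonist; values of inactives mirror those of a sister screen read the other way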
HTR5A inv ctr: counter-screen for OPRM1-OPRD1 inverse agonists: human HTR5A inverse agonism; P47898; HTR5A cell line, luminescence; inhibition, % at 9.3 µM; 340,000 compounds, 0.083% hits; AID 504634; in the data active = inhibition mostly above about 23%, no sharp cut-off; inactive = mostly below about 18%;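 note: 0% = cells with DMSO and 100% = no-cell wells with DMSO; some compounds called inactive have numbers as strong as hits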
OPRM1-OPRD1 inv: mu-delta opioid heterodimer inverse agonism; P35372+P41143; 340,000 compounds, 0.21% hits; inhibition, % at 9.3 µM; cell-based MOR-DOR heterodimer luminescence; in the data active = inhibition above about 22%, passing the limit was not always enough;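 note: 0% = cells with DMSO and 100% = wells without cells with DMSO; values of inactives mirror those of a sister screen read the other way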
SUMO Mot1 rescue: inhibitors of SUMOylation pathway: yeast Mot1-301 growth rescue; S. cerevisiae Mot1-301 growth rescue, ATP luminescence, 38.5C; percent above DMSO median, 100 means doubled; growth rescue, % at 18.8 µM; 320,000 compounds, 1% hits;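 active = every valid replicate shows activation above 250% relative to neutral control wells; inactive = the rest, any valid replicate at or below 250%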;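 note: OY570 slx delta 5 strain wells were the positive control but not used for scaling; some compounds called inactive have numbers as strong as hits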
HTR5A ag ctr: counter-screen for OPRM1-OPRD1 agonists: human HTR5A agonism. P47898. HTR5A agonist assay, luminescence, cell-based. activation, % at 9.3 µM. 340,000 compounds, 0.61% hits; in the data active = activation mostly above about 9.5%, no sharp cut-off; inactive = mostly below about 7.6%;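 note: 0% = cells with vehicle only and 100% = reference agonist; strong numbers were not always called active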
phage Ecoli inh: E. coli growth loss with phage present; growth absorbance; inhibition, % at 11.9 µM; 360,000 compounds, 0.26% hits; AID 651602; in the data active = inhibition above about 11%
PKA-R1A activ: PKA-R1A complex activation | activation, % at 11.4 µM | P00514+P68181 | PKA-R1A dissociation, Cy5-IP20 fluorescence polarization; scaled: DMSO 0%, 113 µM cGMP 100% | 340,000 compounds, 0.083% hits;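 active = percent activation above the mean of all tested compounds plus 3 SD, cut at about 19% in these data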;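 note: higher means more PKAc released from R1A so a rise in polarization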
* = called active by the depositor; · = no result given.

Results follow in this order: AddAB inh	Pemphigus Ab inh	PfHsp90 set2	Ecoli viability	MOR-DOR ag	HTR5A inv ctr	OPRM1-OPRD1 inv	SUMO Mot1 rescue	HTR5A ag ctr	phage Ecoli inh	PKA-R1A activ
1. Cc1ccc(NC(=O)CNC(=O)c2cccs2)cc1S(=O)(=O)Nc1ccc(Cl)cc1
  3.2	114	6	-0.2	-2.3	-10	12	-12	1	2.8	-21
2. Cc1ccc2nc(SCC(=O)Nc3ccc4c(c3)OCO4)nc(=O)n2c1
  1.9	98	4	2.2	-0.2	10	2	2	-4	1.5	-1
3. Cc1ccc2nc(NC(=S)NC(=O)c3cccs3)sc2c1
  6.0	95	22	2.9	-0.9	1	5	-3	-1	0.7	-14
4. CC(C)(C)n1nnnc1C(c1cccnc1)N1CCN(C2CCCCC2)CC1 (stereo not given)
  0.6	85	-38	-2.9	-0.3	-9	2	-7	3	0.0	1
5. CN(C(=O)c1ccccn1)c1nnc(-c2cccnc2)s1
  0.8	101	7	-3.7	-0.5	10	3	-16	-3	0.4	-8
6. CCOC(=O)C1=C(C)Nc2ccccc2N=C1NC(=O)C(c1ccccc1)c1ccccc1
  -1.6	122	·	-3.0	1.1	-9	-5	2	3	3.1	-16
7. CCc1nccn1CCC(=O)NC1CC(C)(C)Cc2c1cnn2-c1ccc(OC)cc1 (stereo not given)
  2.3	·	-21	-1.3	-2.4	9	12	22	-2	0.6	-5
8. CCCCN1C(=O)C(C#N)CC2=C1CC(C)(C)CC2=O (stereo not given)
  ·	101	14	·	-5.4	14	25	·	-4	-0.2	-6
9. O=C(c1cc(COc2ccc(F)c(F)c2)on1)N1CCSCC1
  ·	103	-1	·	-2.6	-5	15	10	-2	2.8	3
10. CCCc1cc(=O)[nH]c(SCC(=O)c2c(N)n(C3CC3)c(=O)[nH]c2=O)n1
  0.4	98	14	-0.7	-1.6	-1	7	-8	-3	-1.1	6
11. COc1ccc(-c2noc(CN3CCN(C(=O)c4cccs4)CC3)n2)c(OC)c1OC
  3.4	·	2	-1.3	-2.4	-4	13	-5	1	4.4	6
12. Cc1ccc(-c2c(C)sc(=NC(=O)c3ccco3)n2C)cc1
  2.5	98	1	-0.1	0.5	-31	-3	-3	12	3.4	1
13. O=C(COC(=O)c1ccc([N+](=O)[O-])o1)Nc1ccc(Br)cc1F
  6.0	103	·	6.5	-1.6	-5	6	337*	2	2.4	1
14. CC(=O)N1N=C(c2ccc(C)cc2)OC1c1cccnc1 (stereo not given)
  4.5	104	-10	-0.3	-1.6	5	8	-21	-2	1.4	-6
15. COC(=O)Cn1cc(C#N)c2ccccc21
  -0.8	132	-6	0.1	-2.0	18	11	3	6	1.2	-4

Going on with the list:
Results follow in this order: AddAB inh	Pemphigus Ab inh	PfHsp90 set2	Ecoli viability	MOR-DOR ag	HTR5A inv ctr	OPRM1-OPRD1 inv	SUMO Mot1 rescue	HTR5A ag ctr	phage Ecoli inh	PKA-R1A activ
16. COC(=O)c1ccc(OCCOc2ccccc2C)cc1
  2.8	112	-4	-1.4	1.9	-22	-10	6	3	0.8	5
17. Cc1cc(C(=O)OC(C(=O)Nc2cccc(C(F)(F)F)c2)c2ccccc2)c(C)o1 (stereo not given)
  2.7	102	1	0.9	2.0	5	-10	4	-2	0.4	-6
18. CC(=O)c1ccc(NC(=O)COC(=O)CCc2ccc(S(=O)(=O)N3CCOCC3)cc2)cc1
  4.2	90	10	-0.6	-2.2	-5	12	13	5	0.7	4
19. CN(c1nc2c(c(=O)n(C)c(=O)n2C)n1CC(=O)c1ccccc1)C1CCCCC1
  5.0	·	4	1.6	-1.8	16	8	76	3	-0.6	-2
20. COc1ccccc1-c1ccc(/C=C2/C=C(CC(C)C)OC2=O)o1
  3.5	105	6	-1.4	-1.3	-27	7	-32	1	1.8	-2
21. CCOc1ccc(C(=O)NC2C(=O)N3C(C(=O)O)=C(COC(C)=O)CSC23)cc1OCC (stereo not given)
  ·	88	7	·	-2.4	26	15	·	1	1.9	9
22. Cc1ccc(C(=O)OCC(=O)NC2CCCCC2)cc1S(=O)(=O)N1CCCCC1
  -1.4	·	-1	0.2	0.1	9	0	·	-3	-0.3	1
23. COc1cnn(-c2ccc(C)cc2)c(=O)c1Cl
  2.8	68	-15	1.6	-1.3	9	8	-8	-3	5.0	6
24. CC(=O)Nc1ccc2c(c1)Cc1c-2cc(Cl)c(NC(C)=O)c1Cl
  ·	88	·	·	-4.2	0	22	·	0	-1.5	0
25. Cc1cc(C)cc(NC(=O)CCCCCN2C(=O)[C@@H]3Cc4ccccc4CN3C2=O)c1
  0.1	99	-12	-3.8	-2.2	5	11	2	-1	1.9	-7
26. Cc1oc(-c2ccccc2F)nc1CS(=O)CC(=O)NC1CCCC1 (stereo not given)
  1.3	106	16	0.6	-2.1	13	10	1	-4	2.6	2
27. CCOC(=O)C1CCN(C(=S)NC2CCCC2)CC1
  1.7	103	20	-0.3	-3.1	-21	14	-1	-2	0.8	6
28. COCC(=O)NC1(c2nnnn2CCOC(=O)Nc2ccc(Cl)cc2)CCCCC1
  5.7	98	-15	5.9	0.8	-2	-5	-9	1	3.1	-3
29. CN(C(=O)c1cccc(N2C(=O)C3C4C=CC(C4)C3C2=O)c1)C1CCCCC1 (stereo not given)
  3.4	100	11	0.2	-0.9	21	5	-10	-3	-1.8	-8
30. CC(=O)Nc1ccc(NC(=O)CN2C(=O)COc3ccc(S(=O)(=O)N4CCCCC4)cc32)cc1
  2.0	78	13	-0.4	-3.8	-20	19	-3	-1	1.3	7

(listing goes on)
Results follow in this order: AddAB inh	Pemphigus Ab inh	PfHsp90 set2	Ecoli viability	MOR-DOR ag	HTR5A inv ctr	OPRM1-OPRD1 inv	SUMO Mot1 rescue	HTR5A ag ctr	phage Ecoli inh	PKA-R1A activ
31. O=C(CCn1nc(-c2ccccc2)ccc1=O)N1CCN(c2ccccn2)CC1
  4.3	100	-13	1.0	-2.0	-12	12	-11	6	2.7	3
32. NC(=O)c1cnn2c(-c3ccc(Cl)cc3Cl)ccnc12
  1.6	89	24	0.9	-4.1	-13	19	-27	3	·	1
33. COc1ccc(CNC(=S)NC2CCCCC2)cc1
  -1.7	102	-31	-0.6	-3.7	16	19	-1	-7	0.8	-3
34. CCOc1cc(/C=N/NC(=O)CSc2nncn2C)ccc1OCC(N)=O
  0.4	·	9	-0.7	-1.3	-12	6	4	5	1.1	3
35. COc1ccc(NC(=O)c2ccc3c(c2)OCO3)cc1
  1.1	111	-13	0.6	-2.5	-31	13	7	1	2.5	-3
36. O=[N+]([O-])c1cccc(/C(=N/N=C/c2ccccc2Br)C23CN4CN(CN(C4)C2)C3)c1
  0.0	117	·	-2.1	0.6	-2	-3	-2	2	-0.1	-1
37. CC(C)CNS(=O)(=O)c1cc(C(=O)N2CCOCC2)c(Cl)cc1Cl
  1.9	103	2	2.0	-1.5	11	7	-5	10*	1.2	-6
38. O=C(O)c1cccc(N2C(=O)Nc3ccccc3N2O)c1
  4.3	99	14	1.0	-0.8	7	4	-6	-3	5.2	12
39. Cc1cc(-c2nnco2)c(C)n1-c1ccc(F)cc1
  2.2	94	9	-1.1	-0.3	1	2	-9	-3	4.4	-12
40. Cc1ccc2oc(=O)c(-c3ccc(O)cc3)c(C)c2c1
  1.8	100	1	2.8	-2.0	-2	8	38	3	3.5	3
41. C=CCN(CC=C)C(=S)Nc1ccc2nsnc2c1
  1.0	96	-26	0.7	6.8	-15	-37	4	5	-0.8	-12
42. CC(=O)Nc1ccc(NC(=O)CN2CCN(c3cccc(C(F)(F)F)c3)CC2)cc1
  -1.9	108	·	-5.2	-0.6	22	3	19	-10	·	-4
43. CCC(C)[C@H](NC(=O)N1CC(=O)Nc2ccccc21)C(=O)NC(C)CCc1ccccc1 (stereo not given in full)
  -13	97	-11	-2.2	-1.7	-11	8	1	1	0.3	-13
44. COc1ccc2c(Cl)c(C(=O)N/N=C/c3ccncc3)sc2c1
  1.2	115	14	1.6	1.8	-5	-15	1	3	-0.7	-6
45. O=C(NCCCN1CCCC1=O)c1ccc(Cl)c(Cl)c1
  -2.5	·	7	-2.1	-1.4	3	6	17	-1	2.2	8

Remaining list, next part.
Results follow in this order: AddAB inh	Pemphigus Ab inh	PfHsp90 set2	Ecoli viability	MOR-DOR ag	HTR5A inv ctr	OPRM1-OPRD1 inv	SUMO Mot1 rescue	HTR5A ag ctr	phage Ecoli inh	PKA-R1A activ
46. O=C(CSc1nnc2ccccn12)NC(=O)NC1CCCC1
  1.6	102	5	1.4	1.3	-7	-7	0	3	2.4	-8
47. COc1ccc(S(=O)(=O)N2CCOCC2)cc1NC(=O)Cn1nnc2ccccc2c1=O
  1.0	94	-10	0.2	-2.1	-5	10	259	2	3.2	3
48. CS(=O)(=O)c1ccc(C(=O)OCc2nnc(-c3ccc(Cl)cc3)o2)cc1[N+](=O)[O-]
  -1.5	126	·	-1.4	3.2	-29	-16	11	10*	·	-6
49. CSc1nsc(SCC(=O)Nc2ccc(C(=O)O)cc2)n1
  1.4	·	-40	0.4	-1.3	-15	8	-5	5	1.6	-7
50. CCn1cc(C(=O)NC2CCCCCC2)c2cc(OC)c(OC)cc2c1=O
  -1.2	99	-109	2.5	-2.6	-18	16	-1	7	2.7	-8
51. C/C(CCc1ccc2c(c1)OCO2)=N\N=C1\NC(=O)CC(C(=O)Nc2ccc(C(=O)O)cc2)S1 (stereo not given)
  ·	94	2	·	-3.1	-8	16	·	3	2.6	-16
52. Cc1cccc(-c2noc(CNC(=O)COc3ccccc3C)n2)c1
  1.0	122	-4	0.5	4.0	-6	-20	2	2	-0.6	8
53. Cc1cc2c(cc1S(=O)(=O)NCC(C)c1ccccc1)n(C)c(=O)c(=O)n2C (stereo not given)
  5.9	105	-22	0.7	-0.2	13	1	-7	-5	2.1	7
54. O=C(Cn1ccc(NC(=O)OCc2ccccc2)nc1=O)NCc1ccc2[nH]ccc2c1
  1.2	110	·	0.6	-2.6	-7	15	-18	1	2.2	-13
55. C/C(=N\O)c1ccc2c(c1)CC(C)O2 (stereo not given)
  1.1	111	6	-1.3	-3.7	7	19	44	3	1.6	-2

From PubChem BioAssay
